Screening results as filed in PubChem.
GalR3 antagonist: antagonists of human GalR3 | AID 651719 | HEK293 GalR3-CNG cAMP membrane potential fluorescence; galR3 body fused to GalR1 C-terminus | inhibition, % at 3 µM | actives 0.44% (n = 360,000);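 active = inhibition above the screen-wide average plus 3 SD, cut at about 13% in these data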;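 also: forskolin and galanin both at EC90 stimulate the cells; cAMP rise reported by CNG channel membrane potential dye signal; 0% = forskolin plus galanin with DMSO and 100% = forskolin alone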
Target sequence (O60755 1-299 limits assumed): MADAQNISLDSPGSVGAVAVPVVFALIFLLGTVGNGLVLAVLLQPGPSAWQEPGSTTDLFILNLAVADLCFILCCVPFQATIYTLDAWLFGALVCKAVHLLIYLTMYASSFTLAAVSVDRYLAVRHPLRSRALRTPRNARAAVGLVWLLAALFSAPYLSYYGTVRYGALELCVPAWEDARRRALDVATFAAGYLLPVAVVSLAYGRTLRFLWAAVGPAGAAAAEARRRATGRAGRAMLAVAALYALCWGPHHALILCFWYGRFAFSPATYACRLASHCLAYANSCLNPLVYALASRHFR
* hit, by the source's call. Only part of the results is shown; rates above refer to the full screens.

No. | mol | GalR3 antagonist
1 | CCCC(C)C(=O)NC1CCCCN(C)C1=O (configuration not stated) | -9.2
2 | COc1ccc(C(NC(=O)C2CCN(CCOc3ccc(F)cc3)CC2)c2cccs2)cc1 (configuration not stated) | -6.6
3 | COc1cc(CN2C(=O)C(C)ON=C2c2ccccc2F)cc(OC)c1 (configuration not stated) | 9.5
4 | C#Cc1ccccc1OCCCN1CCC(C(O)(c2ccccc2)c2ccccc2)CC1 | -9.9
5 | COc1ccc(-c2cccc3c4c([nH]c23)[C@@H]2C[C@H]3[C@@H](C(=O)N2CC4)[C@H](C)ON3C)cc1 | -6.1
6 | Oc1ccc(C[C@H]2CNC(=S)N2CC2CCCN2C[C@H](Cc2ccccc2)N2C[C@H](Cc3ccc(O)cc3)N(CC3CCCCC3)C2=S)cc1 (some centres not stated) | -3.7
7 | O=C(Nc1cccs1)Nc1nnc([C@@H]2C[C@H](O)[C@@H](CO)O2)s1 | -4.3
8 | Cc1cc(C)c(CN2CCN(C(=O)Cn3cc(C)c(=O)[nH]c3=O)CC2)c(C)c1 | -8.2
9 | COc1ccc(C(C)(O)c2nc(-c3csc4ccccc34)cs2)cc1 (configuration not stated) | -2.1
10 | Cc1cccc(-c2cnc(C(O)c3ccc(-c4ccccc4)cc3)[nH]2)c1 (configuration not stated) | -4.4

Reprinted from the part before: 4 compounds, then new ones.
No. | mol | GalR3 antagonist
7 | O=C(Nc1cccs1)Nc1nnc([C@@H]2C[C@H](O)[C@@H](CO)O2)s1 | -4.3
8 | Cc1cc(C)c(CN2CCN(C(=O)Cn3cc(C)c(=O)[nH]c3=O)CC2)c(C)c1 | -8.2
9 | COc1ccc(C(C)(O)c2nc(-c3csc4ccccc34)cs2)cc1 (configuration not stated) | -2.1
10 | Cc1cccc(-c2cnc(C(O)c3ccc(-c4ccccc4)cc3)[nH]2)c1 (configuration not stated) | -4.4
11 | CC1(Cc2ccccc2OC(F)(F)F)C(=O)Nc2ccc(OC(F)(F)F)cc21 (configuration not stated) | -6.6
12 | CC(O)(c1cccc(F)c1)c1nc(-c2cccc(C(=O)O)c2)cs1 (configuration not stated) | -4.7
13 | Cn1cc(-c2coc3c(C(=O)NCc4cccnc4)cccc23)cn1 | -3.9
14 | CCCNC(=O)C1(C)CCCN(C(=O)c2cc(C(C)(C)C)nn2C)C1 (configuration not stated) | -6.2
15 | CC(C)C[C@@H](CN1CCC[C@H]1CN1C(=O)C(=O)NC[C@@H]1Cc1ccccc1)N1C[C@H](Cc2ccccc2)N(CC2CCCCCC2)C(=O)C1=O | -7.0
16 | O=C(Nc1ccc(F)c(Cl)c1)c1cc(C2CCCCN2C(=O)c2ccc3c(c2)CCO3)on1 (configuration not stated) | -6.9
17 | COCCNC(=O)C1CCCN(Cc2ccc(C(C)C)cc2)CC1 (configuration not stated) | -5.7
18 | CCC(=O)N1CCC(C)(C(=O)Nc2ccc(OC)c(OC)c2)C1 (configuration not stated) | 2.9
19 | CC(=O)Nc1cccc(-c2ccnc3c2CC(C)(C(=O)Nc2ccccc2)O3)c1 (configuration not stated) | -3.9
20 | CC(C)NC(=O)C1(C)CN(S(C)(=O)=O)CC(=O)N1Cc1cccc(F)c1 (configuration not stated) | -7.4
21 | CC(=O)Nc1cccc(-c2ccnc3c2CC(C(=O)NCc2ccco2)O3)c1 (configuration not stated) | -3.7
22 | CC(C)(C(=O)N1CCC1(C)C(=O)NS(=O)(=O)c1ccc(C#N)cc1)c1ccccc1 (configuration not stated) | -5.8
23 | CCOC(=O)[C@]12CCC=C1N(Cc1cccc3ccccc13)C(=O)[C@H](CC(=O)N1CCOCC1)C2 | -6.1
24 | CC1(C(=O)Nc2cccc3ncccc23)CCN1C(=O)CCc1ccccc1 (configuration not stated) | -6.6
25 | COCCN1C(=O)COc2ccccc2C1C(=O)NC1CCCC1 (configuration not stated) | -5.6
26 | CCCN(CC1CC1)c1cc2c(c3c1ccn3C)C1CCC2C1 (configuration not stated) | -4.4
27 | CCOC(=O)C1=CCC(c2ccc(C)cc2)N(S(=O)(=O)c2ccc(C)cc2)C1 (configuration not stated) | -5.3
28 | CCOC(=O)c1noc2c1CCC2 | 3.8
29 | CC(C)NC(=O)C1(C)CCN1CCC(=O)c1ccccc1 (configuration not stated) | -7.3
30 | Cc1ccc(-c2nc3cc(C)c(Br)c(C)n3c2CC2CCCCC2)cc1 | -5.2
31 | CC(=NNc1cc(C)c2cc(C)ccc2n1)c1ccccn1 | -8.9
32 | CCCN1CCCCC(NC(=O)c2c(F)cccc2F)C1=O (configuration not stated) | 1.8
33 | CCNC(=O)C1CCCN(Cc2ccc(C(=O)OCC)cc2)CC1 (configuration not stated) | -3.0
34 | COC(=O)C1=C(C)N(Cc2ccccc2C(F)(F)F)C(=NCc2ccc3c(c2)OCO3)NC1c1cccc(F)c1 (configuration not stated) | -10.1
35 | CCCNC(=O)C1(C)CCCN(Cc2ccccc2N(C)C)C1 (configuration not stated) | -4.9
36 | O=C(Nc1ccc2c(c1)OCO2)c1ccc2sc([C@H]3C[C@H](O)[C@@H](CO)O3)nc2c1 | -5.4
37 | CC(C)CC(N)c1csc(NC(=O)Nc2ccccc2Cc2ccccc2)n1 (configuration not stated) | -8.5
38 | CN(C)C(=O)C[C@@H]1C=C[C@@H](NC(=O)C2CCC2)[C@@H](CO)O1 | -5.7
39 | COC(=O)[C@@]1(Cc2ccc(F)cc2)[C@H]2c3cc(C(=O)N(C)C)n(CCF)c3C[C@H]2CN1C(=O)c1ccccc1 | -5.3
40 | COC(=O)[C@@]1(Cc2ccc(OC)cc2)[C@H]2c3cc(C(=O)N4CCCC4)n(Cc4ccc(C)c(F)c4F)c3C[C@H]2CN1C(=O)c1ccccc1 | -5.8
41 | Cc1cc(F)ccc1-c1cc(C(=O)N2CCN(c3ccncc3)CC2)[nH]n1 | 0.5
42 | CC(C)C[C@H]1COc2cc(NCc3ccc(Cl)c(Cl)c3)ccc2S(=O)(=O)N1 | 1.1
43 | Cc1ccc(CN(C)C[C@H]2OCc3cnnn3CCCC(=O)N([C@H](C)CO)C[C@@H]2C)cc1 | -5.9
44 | O=C(Nc1ccn(C2CCC(CO)O2)c(=O)n1)c1ccccc1 (configuration not stated) | 4.3
45 | CC(=O)Nc1cc(-c2cccc(C(=O)N(C)C)c2)cn2c(-c3ccc(F)cc3)cnc12 | 7.3
46 | N#CC(c1ccccc1)c1ccc([N+](=O)[O-])cc1 (configuration not stated) | -2.1
47 | CCNC(=O)N(C)c1c(CC)nc2ccc(C(=O)N3CCN(S(=O)(=O)CC)CC3)cn12 | -1.7
48 | COc1cccc(Cn2c3ccc(NC(=O)CC(C)C(F)(F)F)cc3c(=O)n2C)c1 (configuration not stated) | -1.9
49 | COc1ccc(CNC(=O)C2(C)Cc3c(-c4ccccc4)ccnc3O2)cc1OC (configuration not stated) | -4.2
50 | CCOC(=O)C1=CCC(c2cccn2C(=O)OC(C)(C)C)N(S(=O)(=O)c2ccc(C)cc2)C1 (configuration not stated) | -7.9
51 | COc1cc2[nH]c(C)c(-c3ccccc3)c(=O)c2cc1Cl | 1.3
52 | Nc1nc2c(ncn2[C@@H]2O[C@H](C(=O)N[C@@H](Cc3ccccc3)C(=O)NCC3CCCCC3)[C@@H](O)[C@H]2O)c(=O)[nH]1 | -2.0
53 | CCCS(=O)(=O)NC(=O)C1(C)CCN(C(=O)c2ccnc(Cl)c2)C1 (configuration not stated) | -6.0
54 | Cc1cc(N2CCN(CC(C)(C)O)C[C@H]2C)ccc1N1CCN(Cc2ccccc2)[C@H](C)C1 | -7.5
55 | CCNC(=O)C1CCCN(C(=O)c2ccc3c(c2)CCO3)CC1 (configuration not stated) | -4.8
56 | Cc1cc2nc(-c3ccc(C#N)cc3)c(Cc3cccc(F)c3)n2c(C)c1Br | -2.0
57 | C=CCC[C@@H](CCCCC)OC(=O)/C=C/[C@@H](O)[C@H](O)C[C@H](O)CC=C | -2.1
58 | Cc1ccc(S(=O)(=O)N2C[C@H]3C(=O)C[C@@H]4C(=O)N(c5ccccc5)C(=O)[C@@H]4[C@@H]3C[C@H]2c2cccc(Cl)c2)cc1 | -0.9
59 | Cc1ncc(CO)c(CO)c1OCC(O)CN1CCN(c2ccc(F)cc2)CC1 (configuration not stated) | -8.2
60 | CCOc1ccccc1-c1ccc(C(=O)NCc2ccc(Cl)cc2)o1 | -6.6

The list goes on:
No. | mol | GalR3 antagonist
61 | COC(=O)[C@]12CCCCC=C1N(Cc1cccc3ccccc13)C(=O)[C@H](CC(=O)NCC13CC4CC(CC(C4)C1)C3)C2 | 1.3
62 | CC(=O)c1ccc(-c2cnc3c(NC=O)cc(-c4ccc(S(C)(=O)=O)cc4)cn23)cc1 | -1.7
63 | CN1CCN(c2ccc(-c3cc(NC=O)c4ncc(-c5ccc(F)cc5)n4c3)cc2)CC1 | -4.8
64 | O=C(Nc1ccc2c(c1)OCO2)c1ccc2sc([C@@H]3O[C@H](CO)[C@@H](O)[C@H]3O)nc2c1 | -6.0
65 | CC(O)(c1ccc(F)c(F)c1)c1nc(-c2cc3ccccc3o2)cs1 (configuration not stated) | -6.3
66 | COc1cc(OC)c(C2C=CC(=O)CC2)c(OC)c1 (configuration not stated) | -4.7
67 | CC(C)Oc1ccc2ccccc2c1CNC[C@H]1O[C@@H](n2ccc(=O)[nH]c2=O)[C@H](O)[C@@H]1O | -4.8
68 | c1ccc(CNc2nc(NCCc3ccncc3)c3sccc3n2)cc1 | -7.6
69 | CC1(C(=O)NC2CCCC2)CCC(=O)N1CCc1c[nH]c2ccccc12 (configuration not stated) | -3.5
70 | CCCCNC(=O)C1(C)CCN1C(=O)c1ccc(C(F)(F)F)nc1C (configuration not stated) | -3.7

Ordered by SMILES length (high to low): five of the compounds above.
No. | mol | GalR3 antagonist
64 | O=C(Nc1ccc2c(c1)OCO2)c1ccc2sc([C@@H]3O[C@H](CO)[C@@H](O)[C@H]3O)nc2c1 | -6.0
16 | O=C(Nc1ccc(F)c(Cl)c1)c1cc(C2CCCCN2C(=O)c2ccc3c(c2)CCO3)on1 (configuration not stated) | -6.9
42 | CC(C)C[C@H]1COc2cc(NCc3ccc(Cl)c(Cl)c3)ccc2S(=O)(=O)N1 | 1.1
21 | CC(=O)Nc1cccc(-c2ccnc3c2CC(C(=O)NCc2ccco2)O3)c1 (configuration not stated) | -3.7
35 | CCCNC(=O)C1(C)CCCN(Cc2ccccc2N(C)C)C1 (configuration not stated) | -4.9

More entries
No. | mol | GalR3 antagonist
71 | S=C(SCc1nc(-c2ccc(Cl)cc2)no1)N1CCSCC1 | -3.0
72 | O=C(NCc1ccccc1)[C@@H]1CCCN1C(=O)[C@H]1CCCN1C(=O)c1ccccc1 | -0.7
73 | O=C(Nc1ccc(F)cc1)C(c1ccnc2ccccc12)N1CCN(C(=O)c2ccco2)CC1 (configuration not stated) | -4.1
74 | COc1ccccc1CCn1cnc(C)c1CC(C)C | -8.7
75 | Cn1[nH]c2c(c1=O)[C@H](c1ccc(F)cc1)O[C@H](CCc1ccccc1)C2 | -5.8
76 | COc1ccc(OC)c(S(=O)(=O)CC(=O)c2cc3ccccc3oc2=O)c1 | -7.1
77 | CC(C)N1CCC(C)(C(=O)Nc2ccccc2Oc2ccccc2)C1 (configuration not stated) | -6.6
78 | C[C@H]1[C@H](c2ccccc2)Oc2cccc(NCCc3ccccc3)c2S(=O)(=O)N1Cc1cccc(F)c1 | 2.6
79 | Cc1c(C(=O)NCCC#N)sc(=O)n1Cc1ccc(C(=O)N(C)C)cc1 | -0.5
80 | Cc1noc(C)c1S(=O)(=O)NC(=O)C1(C)CCN1C(=O)c1ccc(C2CCCCC2)cc1 (configuration not stated) | -2.6
81 | COC(=O)C1=C(C)N(C)C(=NCc2ccc(C(F)(F)F)cc2)NC1c1ccc(F)cc1 (configuration not stated) | -4.7
82 | COc1ccc(C(C(=O)NC2CCCC2)n2c(Cc3cc(F)cc(F)c3)nc3ccccc32)cc1 (configuration not stated) | -9.3
83 | CCOC(=O)C1=C(C)N=c2sc(=Cc3cc(Cl)c(OCC(=O)O)c(OC)c3)c(=O)n2C1c1ccccc1Cl (configuration not stated) | -1.1
84 | CCCCc1c(-c2cccc(F)c2)ncn1CCc1ccccc1OC | -6.2
85 | COCCNC(=O)c1cccc2c(-c3ccnn3C)coc12 | -7.0
86 | CCOCCC(=O)Nc1ccc2c(c1)c(=O)n(C)n2Cc1cccc(C(F)(F)F)c1 | -6.5
87 | Cc1ccccc1C(=O)N[C@H](C(=O)N1CCC[C@H]1C(=O)NC1CCCC1)C1CCCCC1 | -7.9
88 | C[C@@H](NC(=O)[C@@H]1CCCN1C(=O)[C@@H]1CCCN1C(=O)c1cccc2ccccc12)c1ccccc1 | -2.5
89 | COc1ccc(C(O)c2ncc(-c3ccccc3C)[nH]2)cc1F (configuration not stated) | -6.0
90 | CCOC(=O)C1CSCCS(=O)(=O)N1Cc1ccccc1F (configuration not stated) | -4.1
91 | COC(=O)Cn1c2ccccc2c(=O)n1C(C)CBr (configuration not stated) | -5.4
92 | Cc1cc(N2CCOCC2)nc2ccc(NC(=O)C3CCCCC3)cc12 | 2.2
93 | O=C(NCc1ccccc1)c1[nH]c(C(F)(F)F)nc1-c1ccccc1 | -4.9
94 | O=C(NCC(F)(F)F)[C@H]1O[C@@H](n2ccc(=O)[nH]c2=O)[C@H](O)[C@@H]1O | -6.8
95 | CC1(C(=O)NCc2ccc(F)c(F)c2)Cc2c(-c3ccc4c(c3)OCO4)ccnc2O1 (configuration not stated) | -5.2
96 | Cc1ccc(Cl)cc1NC(=O)N(C)CCOC(=O)Nc1cccc(Cl)c1 | -7.5
97 | C=CCNc1ncnc2c1ncn2[C@H]1CN(Cc2cc(OC)c(OC)c(OC)c2)C[C@@H](CO)O1 | 5.4
98 | COc1ccc(-c2csc(C(O)c3cccc(OC)c3)n2)cc1 (configuration not stated) | -6.7
99 | COc1ccc(NC(=O)C(c2ccc(C#N)cc2)n2c(=O)c(-c3ccco3)nc3ccccc32)cc1 (configuration not stated) | -6.5
100 | Cc1cc2nc(-c3ccc(Cl)cc3)c(CC3CCCCC3)n2c(C)c1Br | -6.8
